# NR2E3 ag-1: activates human photoreceptor nuclear receptor NR2E3; Q9Y5X4; GST-NR2E3/biotin-RetCOR TR-FRET, 1536-well; inhibition of corepressor binding, % at 4.78 µM; 320,000 compounds, 0.12% hits; AID 2300;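 active = percent inhibition above the cutoff of mean plus 3 SD of all tested compounds, set per screening campaign, cut at about 20% in these data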;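 also: 0% = DMSO wells and 100% = biotin wells as full block of FRET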
# Target sequence (Q9Y5X4 whole entry, looked up): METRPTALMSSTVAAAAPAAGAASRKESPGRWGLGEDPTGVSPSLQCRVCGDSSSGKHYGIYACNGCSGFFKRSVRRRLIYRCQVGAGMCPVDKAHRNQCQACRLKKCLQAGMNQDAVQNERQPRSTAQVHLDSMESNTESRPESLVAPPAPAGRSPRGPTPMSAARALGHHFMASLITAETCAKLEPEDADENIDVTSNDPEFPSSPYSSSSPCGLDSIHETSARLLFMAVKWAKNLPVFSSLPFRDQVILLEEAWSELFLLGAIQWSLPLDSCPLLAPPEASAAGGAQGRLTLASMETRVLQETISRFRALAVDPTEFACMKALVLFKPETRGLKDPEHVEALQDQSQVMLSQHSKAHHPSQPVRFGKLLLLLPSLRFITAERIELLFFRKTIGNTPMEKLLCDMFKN
#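 System: GST-NR2E3 and biotin-RetCOR proteins; probe or stimulus: 7 nM biotin-RetCOR; doses: compound at 4.8 µM, single dose; schedule: Compound–protein incubation for 5 h at 4 °C; detection: time-resolved FRET; read-out: percent inhibition; controls: biotin wells as high control, 0.6% DMSO wells as low control; format: 1536-well plates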
# HIF-2a inh: HIF-2a inhibition; 786-0 RCC cells HIF-2a reporter, luciferase luminescence, overnight; 360,000 compounds, 0.72% hits; inhibition, % at 18.8 µM;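 active = inhibition of the luminescence signal of 40% or more relative to plate controls, in a single-dose primary screen at 18.75 µM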
# Peg3 prom inh: reduces Peg3 promoter-driven luciferase expression in HeLa. HeLa PEG-Prom luciferase reporter, luminescence, overnight. 360,000 compounds, 1.7% hits. inhibition, % at 20 µM;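 active = inhibition of at least 50% at 20 µM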
# TWEAK-Fn14 inh: inhibitors of TWEAK-Fn14 interaction signaling; 360,000 compounds, 2% hits; TWEAK-stimulated Fn14 reporter cells, luciferase luminescence, 8 h; inhibition, % at 10 µM; in the data active = inhibition above about 50%
# KKLEB tox: reduces viability of KKLEB cystic fibrosis airway cells. KKLEB CF airway cells viability, ATPlite luminescence, overnight; hits give low values; cells stimulated with P. aeruginosa culture filtrate. activity change (cytotoxicity), % at 5 µM. 360,000 compounds, 0.36% hits. AID 602141;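 active = corrected activity change at or below -50% at 5 µM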
# NR2E3 ag-2: activates human NR2E3 receptor | Q9Y5X4 | CHO-S Gal4-NCOR/VP16-NR2E3 two-hybrid, luciferase | inhibition of corepressor binding, % at 3.98 µM | 360,000 compounds, 0.35% hits | AID 602229;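 active = inhibition above the mean of all tested compounds plus 3 SD, cut at about 70% in these data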;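 also: 0% = DMSO with NR2E3 transfected cells and 100% = cells lacking NR2E3 construct; higher means lower luciferase signal from less NR2E3 corepressor binding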
# iPSC survival up: increases survival of single human iPS cells; hiPSC single-cell survival, ATPlite luminescence; 100% = ROCK inhibitor wells, 0% = DMSO; survival enhancement, % at 20 µM; 360,000 compounds, 0.044% hits; in the data active = survival enhancement above about 18%;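 also: cells exposed to compounds for 16 hours before the ATP read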
# TRPM1 prom inh: inhibitors of MITF-driven TRPM1 promoter in melanoma cells; SK-MEL-5 TRPM1 promoter luciferase, 24 h; inhibition, % at 12.5 µM; 330,000 compounds, 0.83% hits;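 active = mean inhibition across replicates of 60% or more, whatever share of single replicates reaches that level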; also: values of inactives mirror those of a sister screen read the other way
# aDG glyco up: alpha-DG glycosylation activation. AID 624168. Pro5-aDG cells, alpha-DG glycosylation AlphaScreen (IIH6); 0% Pro5, 100% B10-LARGE cell signal. 360,000 compounds, 0.22% hits. activation, % at 10 µM;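 active = activation of at least 8% versus controls, or a plate z-score of at least 8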;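 also: Pro5 are CHO cells carrying HIG-tagged alpha-DG that lacks glycosylation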
# Shn3 3UTR inh: Schnurri-3 reporter inhibition in Clone20 osteoblasts | inhibition, % at 12.5 µM | 360,000 compounds, 0.52% hits | Clone20 osteoblast Shn3 3'UTR firefly luciferase, 24 h;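 active = mean inhibition of at least 75% with every replicate also reaching 75%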;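 also: 0% = median of neutral control wells and 100% = pilot-screen positive control compound; some compounds past the cut are filed as inactive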
# CF NFkB block: blocks PAF-induced NF-kB reporter in cystic fibrosis cells. KKLEB NF-kB-GFP reporter, GFP fluorescence overnight. inhibition, % at 5 µM. 360,000 compounds, 0.86% hits;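 active = at least 50% inhibition at 5 µM, scaled per plate between neutral and stimulator controls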;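 also: PAF is a Pseudomonas aeruginosa culture filtrate used as stimulus; plate controls were PAF-stimulated DMSO wells for no effect and unstimulated DMSO wells for full effect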
# * marks the source's active call; other numbers are inactive results; nt = not tested or not shown.
SMILES,NR2E3 ag-1,HIF-2a inh,Peg3 prom inh,TWEAK-Fn14 inh,KKLEB tox,NR2E3 ag-2,iPSC survival up,TRPM1 prom inh,aDG glyco up,Shn3 3UTR inh,CF NFkB block
O=C(NNC(=O)C1CCN(Cc2ccccc2)CC1)c1cccs1,1,16,12,4,12,-26,0.4,11,0.1,1,-11
c1ccc(-c2nnc(SCc3nc4ccccc4[nH]3)n2Cc2ccco2)cc1,2,-4,-42,6,-12,0,-2.0,-2,0.2,11,6
O=C(c1ccc(S(=O)(=O)Nc2ccccc2)cc1)N1CCCC(C(F)(F)F)C1 (stereo not given),2,13,13,12,8,30,-0.4,0,0.1,18,-34
CCN(CC(=O)Nc1cc(Cl)ccc1OC)CC(=O)NC1CCS(=O)(=O)C1 (stereo not given),2,9,7,2,6,-19,0.0,3,-0.1,nt,-5
Cc1onc(-c2ccccc2)c1C(=O)N1CCC(C)CC1,1,18,21,-5,4,-1,0.5,11,0.1,9,-4
COc1ccc(CCNC(=O)C/C(C)=N/NC(=O)C(c2ccccc2)c2ccccc2)cc1OC,-1,15,14,12,-7,20,0.3,11,0.1,-16,-1
COc1cccc(OCC(O)CN2C(C)CCCC2C)c1 (stereo not given),0,7,-6,-3,-6,9,-4.0,6,0.2,-9,10
Cc1cc(=O)[nH]c(N2CCN(C(=O)c3ccco3)CC2)n1,-6,17,5,13,3,7,-0.7,6,-0.2,3,1
COc1cc2c(cc1OC)C(c1cc3cc(OC)c(OC)cc3[nH]c1=O)N(C(=O)C1CC1)CC2 (stereo not given),0,5,-1,0,9,-9,-1.2,6,-0.1,8,-2
COc1cc(/C=N/NC(=O)C(C)Nc2n[nH]c(=O)[nH]c2=O)ccc1O (stereo not given),1,22,-1,13,-7,9,-0.2,-6,-0.2,-9,-6
CC1C(=O)N2CCCc3cc(S(=O)(=O)N(C)c4ccccc4)cc1c32 (stereo not given),-2,12,21,-1,-3,-7,-0.5,3,-0.1,-5,-1
O=C(Nc1nnc(-c2ccccn2)o1)c1ccc(Br)cc1,-2,-84,-35,-5,6,-14,-0.8,3,0.1,-20,-30
O=C(NCC1CCCO1)c1ccc(CS(=O)(=O)c2c(Cl)cccc2Cl)o1 (stereo not given),1,11,-1,-8,5,0,0.6,1,-0.3,-3,7
CCOc1ccc(C(=O)C(CCC(CN(C)C)C(=O)c2ccc(OCC)cc2)CN(C)C)cc1 (stereo not given),nt,93*,106*,102*,-100*,51,-3.0,103*,-0.8,98*,96*
COc1cccc(CNC(=O)C2CC(=O)N(c3ccc4c(c3)OCCO4)C2)c1 (stereo not given),2,13,-1,4,0,17,-0.3,-7,-0.1,-8,1
O=C(CSc1n[nH]c(-c2cccs2)n1)NC1CCS(=O)(=O)C1 (stereo not given),1,4,12,-15,-5,-31,-0.5,29,-0.4,-7,5
O=C(O)c1ccc(CN2CCOCC2)o1,-1,14,2,3,9,-3,0.3,5,-0.1,-4,-4
COc1cccc(CN2CCNC(=O)C2CC(=O)N(Cc2cnn(C)c2)C(C)C)c1 (stereo not given),-3,10,-4,-2,4,-3,-0.2,6,-0.1,4,-4
Cc1ccc(S(=O)(=O)N2CCOCC2)cc1NC(=O)CSc1n[nH]c(N)n1,0,7,-2,7,2,-19,-0.2,4,-0.1,-1,3
CCOCCCNC(=O)C1CCN(S(=O)(=O)c2c(C)noc2/C=C\c2ccc(OC)cc2)CC1,1,1,11,18,-8,-23,0.2,29,0.0,-15,-14

# A draw from above in order of molecular weight, high to low:
SMILES,NR2E3 ag-1,HIF-2a inh,Peg3 prom inh,TWEAK-Fn14 inh,KKLEB tox,NR2E3 ag-2,iPSC survival up,TRPM1 prom inh,aDG glyco up,Shn3 3UTR inh,CF NFkB block
CCOc1ccc(C(=O)C(CCC(CN(C)C)C(=O)c2ccc(OCC)cc2)CN(C)C)cc1 (stereo not given),nt,93*,106*,102*,-100*,51,-3.0,103*,-0.8,98*,96*
COc1cc2c(cc1OC)C(c1cc3cc(OC)c(OC)cc3[nH]c1=O)N(C(=O)C1CC1)CC2 (stereo not given),0,5,-1,0,9,-9,-1.2,6,-0.1,8,-2
O=C(NCC1CCCO1)c1ccc(CS(=O)(=O)c2c(Cl)cccc2Cl)o1 (stereo not given),1,11,-1,-8,5,0,0.6,1,-0.3,-3,7
COc1cccc(CN2CCNC(=O)C2CC(=O)N(Cc2cnn(C)c2)C(C)C)c1 (stereo not given),-3,10,-4,-2,4,-3,-0.2,6,-0.1,4,-4
O=C(c1ccc(S(=O)(=O)Nc2ccccc2)cc1)N1CCCC(C(F)(F)F)C1 (stereo not given),2,13,13,12,8,30,-0.4,0,0.1,18,-34
c1ccc(-c2nnc(SCc3nc4ccccc4[nH]3)n2Cc2ccco2)cc1,2,-4,-42,6,-12,0,-2.0,-2,0.2,11,6
CC1C(=O)N2CCCc3cc(S(=O)(=O)N(C)c4ccccc4)cc1c32 (stereo not given),-2,12,21,-1,-3,-7,-0.5,3,-0.1,-5,-1
O=C(Nc1nnc(-c2ccccn2)o1)c1ccc(Br)cc1,-2,-84,-35,-5,6,-14,-0.8,3,0.1,-20,-30
Cc1cc(=O)[nH]c(N2CCN(C(=O)c3ccco3)CC2)n1,-6,17,5,13,3,7,-0.7,6,-0.2,3,1
Cc1onc(-c2ccccc2)c1C(=O)N1CCC(C)CC1,1,18,21,-5,4,-1,0.5,11,0.1,9,-4

# With a hit mark in Shn3 3UTR inh, of those listed so far:
canonical_smiles	NR2E3 ag-1	HIF-2a inh	Peg3 prom inh	TWEAK-Fn14 inh	NR2E3 ag-2	TRPM1 prom inh	aDG glyco up	Shn3 3UTR inh	CF NFkB block
CCOc1ccc(C(=O)C(CCC(CN(C)C)C(=O)c2ccc(OCC)cc2)CN(C)C)cc1 (stereo not given)	nt	93*	106*	102*	51	103*	-0.8	98*	96*

# New compounds follow
SMILES,NR2E3 ag-1,HIF-2a inh,Peg3 prom inh,TWEAK-Fn14 inh,KKLEB tox,NR2E3 ag-2,iPSC survival up,TRPM1 prom inh,aDG glyco up,Shn3 3UTR inh,CF NFkB block
CC(NC(=O)c1cc(=O)[nH]c2ccccc12)c1ccccc1 (stereo not given),-1,10,22,0,-3,-29,-1.7,7,-0.3,19,3
CCCc1c(C(=O)N/N=C/c2ccc3c(c2)OCO3)nnn1-c1nonc1N,nt,-35,-21,-26,-1,-20,-1.6,nt,0.9,19,17
Cc1nnc(N2CCCCC2)c2ccccc12,-2,17,-7,-19,0,-6,3.5,3,-0.2,10,-6
CN1CCc2cc(Cl)c(O)cc2[C@@H](c2ccccc2)C1,1,8,-20,3,26,-21,2.0,4,-0.1,-14,0
CC(=O)c1c(N2CCN(C)CC2)[nH]c(-c2ccccc2)nc1=S,0,-19,3,-9,-2,-19,-0.4,7,0.6,-20,-4
CN1CCN(CC#CCC(O)(c2ccccc2)C2CCCC2)CC1 (stereo not given),2,6,13,0,5,3,9.7,1,0.0,-5,12
Cc1ccccc1CN1CCNC(=O)C1CC(=O)NCCN1CCCCC1=O (stereo not given),3,21,13,-3,3,-21,0.8,-1,-0.3,-4,-23
Cc1ccc(Sc2ccc([N+](=O)[O-])cc2[N+](=O)[O-])nc1,-2,22,37,19,-6,5,-3.1,10,0.8,14,2
COc1ccc(Cc2nnc(SC(C)C(=O)Nc3ccc(F)cc3Cl)o2)cc1 (stereo not given),-2,2,9,-7,15,-9,-0.5,9,0.3,-20,-10
O=C(c1cccc(C(F)(F)F)c1)C1CCCN(Cc2ccc(OCCO)cc2)C1 (stereo not given),6,16,6,-18,2,8,0.2,-21,1.5,-6,-6
CCCCCCNS(=O)(=O)c1ccc(OC)c(OC)c1,-2,13,9,24,3,-2,-1.3,4,0.1,-3,17
O=C(N/N=C(\Cc1ncc[nH]1)c1ccccc1)c1cccnc1,1,23,18,-12,3,-12,2.1,8,0.3,11,18
CCOc1ccc(C(=O)N2CCC(C(=O)c3ccc4c(c3)OCCO4)CC2)cc1,0,-19,-13,2,5,11,-1.1,2,-0.1,12,18
Cn1c(=O)c2sccc2n2c(CCCC(=O)NCc3ccco3)nnc12,1,16,8,3,4,-2,0.2,5,-0.2,19,-2
O=S(=O)(c1ccc(Br)cc1Cl)N1CCCN(c2ccc(C(F)(F)F)cn2)CC1,nt,7,37,27,-1,-5,5.0,-4,3.1,9,14
O=C(NCC(F)(F)F)c1cc2c(c(-c3cccc(-c4ccccc4F)c3)n1)[C@@H](CCO)N(C(=O)CC1CC1)C2,nt,-20,nt,-9,nt,-9,-0.5,nt,0.1,nt,nt
COc1ccc(CNC(=O)CC2C[C@H](C(=O)N3CCOCC3)[C@@]3(CCC4CCCC4)c4[nH]c5ccccc5c4CCN3C2=O)cc1OC (stereo not given in full),nt,-15,13,13,11,7,-1.0,15,-0.3,4,22
CN(C)C(=O)N1CCN(c2nc(-c3ccccc3)cs2)CC1,1,-264,-278,0,-15,-83,-0.7,-57,0.4,-102,1
O=C(Nc1cccc(-c2cn3cccnc3n2)c1)c1cccs1,2,-50,-29,-11,13,-36,6.0,-4,0.0,-2,-24
COc1ccc(-c2csc(NC(=O)c3ccccc3NS(=O)(=O)c3ccc(F)c(F)c3)n2)cc1,2,35,47,74*,-51*,98*,-0.6,77*,-0.2,79,55*
CCN1CCN(C(c2cccs2)C(C)NC(=S)Nc2cccc(C)c2C)CC1 (stereo not given),0,17,21,0,0,-4,0.8,13,0.3,1,1
C=CCOc1nc2c(c(=O)n(Cc3ccc(Cl)cc3)c(=O)n2C)n1C,0,12,16,8,-14,-26,-0.4,-1,0.3,25,12
Cc1ccc(-c2nc(CN(Cc3c(C)nn(C)c3C)C(C)C)c(C)o2)o1,3,10,11,8,3,11,-0.7,-8,-0.1,-8,-17
N#Cc1ccsc1NC(=O)C1CCN(S(=O)(=O)c2cccs2)CC1,0,1,22,-1,6,8,-0.2,-14,-0.1,14,-10
CC(Oc1ccc(Br)cc1)C(=O)Nc1ccc(S(=O)(=O)Nc2nccs2)cc1 (stereo not given),-3,20,17,16,-12,-19,1.2,3,0.1,1,17
CSc1ccc(CN(C)C(=O)CNC(=O)c2ccc3c(c2)OCO3)cc1,-1,11,4,-24,-12,8,0.1,-2,0.4,-18,-16
COc1ccc(/C=C(/C(=O)c2cccs2)N2C=CC=CC2=C(C#N)C#N)cc1,nt,1,94*,34,-22,-52,-3.8,46,-0.7,67,29
COc1ccc(C(C(=O)NC2CCCC2)N(C(=O)c2snc(-c3ccc(F)cc3)c2N)c2cccc(F)c2)cc1 (stereo not given),-2,4,51*,-88,-22,-5,-3.1,19,-0.3,4,6
Cc1cc(C)cc(NC(=S)N2CCC(NC(=O)c3ccc(F)cc3)CC2)c1,5,10,-3,13,-2,-21,-0.5,13,0.0,5,1
